RNase H inhibition – RNase H inhibition, HIV 1 Gag Pol polyprotein, FRET biochemical assay, screening (AID 372); inhibition, % at 10 µM, or IC50 in µM where a hit was titrated; actives 0.77% (n = 100,000); HIV-1 RT RNase H, FRET RNA/DNA substrate fluorescence; higher % means a stronger effect; in the data active means inhibition above about 50%
* = called active by the depositor.

no.	Structure	RNase H inhibition
1	O=C(NCc1ccco1)C(=O)Nc1ccc(Cl)c(C(F)(F)F)c1	10.0%
2	O=C(N/N=C/c1ccccc1C(=O)O)C(=O)N/N=C/c1ccccc1C(=O)O	0.0%
3	CCN(CC)S(=O)(=O)c1ccc(NC(=O)c2ccccc2C)cc1	9.0%
4	COc1ccc2[nH]cc(CCN=C3SCC(=O)N3C)c2c1	8.0%
5	Cc1cccc(NC(=O)c2cccnc2)c1	13.0%
6	COc1ccccc1OCCOc1ccc(Cl)cc1Br	14.0%
7	COc1ccc(CNC(=O)CN(c2ccccc2OC)S(=O)(=O)c2ccccc2)cc1	9.0%
8	COC(=O)C(NC(=O)c1ccccc1)=C1C=C(c2ccccc2)OC(c2ccccc2)=C1	5.0%
9	CCOc1ccc(C(=O)Nc2cccc(C(C)=O)c2)cc1[N+](=O)[O-]	4.0%
10	O=C(N/N=C/c1ccc(O)c(O)c1)c1cc(O)cc(O)c1	38.0%
11	Cc1cc(C)c(N=Cc2c(C)[nH]n(-c3ccccc3)c2=S)c(C)c1	4.0%
12	COc1ccc(N(CC(=O)NCCc2ccc(OC)c(OC)c2)S(=O)(=O)c2ccc(OC)c(OC)c2)cc1	0.0%
13	COc1ccc(N(CC(=O)NCc2ccccn2)S(C)(=O)=O)cc1Cl	17.0%
14	Cc1cc(C)cc(NC(=O)COc2ccccc2)c1	13.0%
15	O=C(Nc1ccc(-c2nc3ccccc3[nH]2)cc1)c1ccccc1	4.0%
16	O=C(O)c1ccccc1-c1ccccc1C(=O)Nc1ccccn1	9.0%
17	O=c1/c(=C/c2cccc(OCCCOc3ccc(Cl)cc3)c2)sc2nc3ccccc3n12	10.0%
18	Cc1nnc(SCc2c(Cl)cccc2Cl)s1	14.0%
19	CCCOc1ccc(/C=C2/C(=O)NN(c3ccccc3)C2=O)cc1OC	9.0%
20	O=C(COc1cc2oc(=O)cc(-c3ccccc3)c2cc1Cl)c1ccc(Cl)cc1	7.0%

Part of the list above, as labelled records:
8: COC(=O)C(NC(=O)c1ccccc1)=C1C=C(c2ccccc2)OC(c2ccccc2)=C1
  RNase H inhibition: 5.0%
5: Cc1cccc(NC(=O)c2cccnc2)c1
  RNase H inhibition: 13.0%
6: COc1ccccc1OCCOc1ccc(Cl)cc1Br
  RNase H inhibition: 14.0%
7: COc1ccc(CNC(=O)CN(c2ccccc2OC)S(=O)(=O)c2ccccc2)cc1
  RNase H inhibition: 9.0%

The listing continues.
no.	Structure	RNase H inhibition
21	C=CCSc1nc2ccccc2n1C(=O)C1C(C=C(Cl)Cl)C1(C)C (stereo not given)	0.0%
22	CCOc1nc(N=C(N)N)nc2c(C)cccc12	12.0%
23	COc1ccc(C(=O)/C=C(\C)Nc2ccccc2O)cc1	10.0%
24	O=C1c2ccc(-c3nc4ccccc4c(=O)o3)cc2C(=O)N1c1ccncc1	0.0%
25	Cc1cc([N+](=O)[O-])ccc1-n1c(C)cc(/C=C(\C#N)C(=O)Nc2ccc(F)cc2)c1C	10.0%
26	CC(C)(C)c1cc(/C=c2/sc3nc4ccccc4n3c2=O)cc(C(C)(C)C)c1O	15.0%
27	COc1cc([N+](=O)[O-])ccc1-c1ccc(CO)o1	0.0%
28	Cc1c(O)ccc2c(=O)c(-c3ccccc3Cl)c(C(F)(F)F)oc12	0.0%
29	COc1ccc2c(c1)CC/C(=C\c1ccc([N+](=O)[O-])cc1)C2=O	4.0%
30	CCOc1cccc(-c2cc(C(=O)N3CCC(C)CC3)c3ccccc3n2)c1	15.0%
31	CCCC(=O)Nc1ccc(NC(=O)c2ccc(F)cc2)cc1	7.0%
32	O=C(O)CCCN1C(=O)/C(=C/c2c(Cl)cccc2Cl)SC1=S	4.0%
33	O=S(=O)(c1ccc(NC(=S)Nc2ccc(F)cc2)cc1)N1CCCC1	9.0%
34	CC(=O)N=C1SC2CS(=O)(=O)CC2N1c1c(Cl)cccc1Cl (stereo not given)	4.0%
35	CC1CN(C2=NC(=O)/C(=C\c3ccc(O)cc3)S2)CC(C)O1 (stereo not given)	5.0%
36	COc1ccc(C2/C(=C(/O)c3ccccc3)C(=O)C(=O)N2Cc2ccccc2)cc1OC (stereo not given)	5.0%
37	COc1ccc(N2C(=O)CC(NCCc3ccc(S(N)(=O)=O)cc3)C2=O)cc1 (stereo not given)	8.0%
38	COc1ccc(C(=O)Nc2cccc3ccccc23)cc1Br	4.0%
39	COc1ccc(-c2n[nH]c3c2C(c2ccc(OC)c(OC)c2)N(c2ccccc2)C3=O)cc1 (stereo not given)	7.0%
40	O=C(CCC(=O)c1ccccc1)OCC(=O)c1ccc2c(c1)OCCO2	5.0%
41	CCN(CC)c1ccc(C2Nc3ccccc3NC3=C2C(=O)CC(c2ccccc2)C3)cc1 (stereo not given)	32.0%
42	COc1ccc(CCNC(=O)COc2ccc(C)cc2)cc1	3.0%
43	COc1ccc(CCNc2cc(N3CCCC3)ccc2[N+](=O)[O-])cc1OC	19.0%
44	CCOC(=O)c1c(C)n(C)c2cc(Br)c(C(=O)Oc3ccccc3)cc12	16.0%
45	O=C(CN(c1cccc([N+](=O)[O-])c1)S(=O)(=O)c1ccccc1)NCc1cccnc1	0.0%
46	N#CSCCCOc1ccccc1Br	15.0%
47	Cc1ccc(CN2CCN(N=Cc3ccccc3OCC(=O)O)CC2)c(C)c1	1.0%
48	COc1cccc(C(=O)Oc2ccc3c(C)cc(=O)oc3c2C(C)=O)c1	15.0%
49	C/C(=N/NC(=O)CNc1cccc2ccccc12)c1ccc(Br)cc1	32.0%
50	CC(=O)C1=C(C)NC(C)=C(C(C)=O)C1c1ccc(-c2ccccc2[N+](=O)[O-])o1	0.0%
51	CCOc1cc(C2C(C(=O)OC)=C(C)NC3=C2C(=O)CC(c2ccccc2)C3)cc(Br)c1O (stereo not given)	2.0%
52	CCCCOC(=O)C1=C(C)NC(=O)NC1c1ccc(Br)cc1 (stereo not given)	23.0%
53	CC(=O)N1CC2(C(C)C)CN(C(C)=O)CC(C(C)C)(C1)C2=O	1.0%
54	CCOc1cc(/C=C2/N=C(C)C(C(=O)OC)=C2O)ccc1O	11.0%
55	O=C(Nc1ccc(Br)cc1)C(=O)NC1CCCC1	9.0%
56	O=C(Nc1ccc(F)cc1)Nc1nnc(Cc2ccc(Cl)cc2Cl)s1	42.0%
57	COc1ccccc1Nc1nnc(-c2cc3cccc(OC)c3oc2=O)s1	15.0%
58	COc1ccccc1NCN1C(=O)S/C(=C/c2ccccc2F)C1=O	8.0%
59	CCCc1cc(=O)oc2c(C)c(OC3CCCCC3=O)ccc12 (stereo not given)	4.0%
60	Cc1ccc(C)c(NC(=O)CSCc2ccccc2Br)c1	11.0%
61	c1ccc(-c2cc(N3CCCCC3)ncn2)cc1	4.0%
62	O=[N+]([O-])c1cccc(/C=N/Nc2nc(-c3ccccc3)cc(-c3ccccc3O)n2)c1	6.0%
63	COc1ccc(/C=C2/SC(=S)N(Cc3ccccc3)C2=O)c2ccccc12	26.0%
64	O=C1NC(=S)S/C1=C\c1ccc(O)c(O)c1	78.0%*
65	CCCC1=NN(C(=O)Cc2ccccc2)C(O)(C(F)(F)F)C1 (stereo not given)	0.0%
66	CCOC(=O)CNC(=O)c1ccc(C#CC(C)(C)O)cc1	0.0%
67	O=C1CC(c2ccc(Cl)cc2)CC2=C1C(c1ccc3c(c1)OCO3)Nc1ccccc1N2 (stereo not given)	25.0%
68	COc1cc([N+](=O)[O-])cc(C=Nc2cccc(Cl)c2)c1O	1.0%
69	CCOC(=O)c1sc(NC(=O)c2cncc(Br)c2)c(C(=O)OCC)c1C	0.0%
70	O=C1CC(c2ccccc2F)c2cc(Br)c3ccccc3c2N1 (stereo not given)	23.0%
71	CC1=C(C(=O)Nc2ccccc2)C(c2cccs2)n2c(s/c(=C\c3cccs3)c2=O)=N1 (stereo not given)	13.0%
72	Cc1c(N=Cc2cccc(O)c2O)cccc1[N+](=O)[O-]	13.0%
73	CC1(C)NC(=O)N(CC(O)COc2ccc(N3C(=O)c4ccccc4C3=O)cc2)C1=O (stereo not given)	9.0%
74	COc1cc(C(=O)Nc2ccc3oc(-c4ccccc4Cl)nc3c2)cc(OC)c1OC	11.0%
75	Cc1ccc2[nH]c3nc(N/N=C/c4ccc([N+](=O)[O-])cc4)nnc3c2c1	4.0%
76	COc1ccc(C(=O)N2CCN(Cc3ccc4ccccc4c3)CC2)cc1	11.0%
77	Cc1ccccc1C=Nc1ccccc1C(N)=O	4.0%
78	COc1ccc(-c2csc(-c3nc(-c4ccc(OC)c(OC)c4)cs3)n2)cc1OC	0.0%
79	COc1cc(C(=O)O/N=C(/C)C(=O)c2cccs2)cc(OC)c1OC	16.0%
80	COc1cccc(NC(=O)c2sc3ccccc3c2Cl)c1	28.0%

Next part
no.	Structure	RNase H inhibition
81	COc1ccc(NC(=O)CSCc2ccccc2Cl)cc1OC	14.0%
82	CCOC(=O)/C(C#N)=C\C1CCOC(C)(C)C1 (stereo not given)	0.0%
83	O=[N+]([O-])c1ccccc1S(=O)(=O)Nc1ccc(S(=O)(=O)N2CCCCC2)cc1	0.0%
84	CN(C)c1ccc(C2C=C(Nc3ccccc3)C(=O)N2c2ccccc2)cc1 (stereo not given)	21.0%
85	COC(=O)C1=C(C)NC2=C(C(=O)CCC2)C1c1ccc(O)c(OC)c1 (stereo not given)	0.0%
86	Cc1cc([N+](=O)[O-])ccc1-c1ccc(/C=C2\SC(=O)N(c3cccc(Cl)c3)C2=O)o1	16.0%
87	COc1cc(/C=N/NC(=O)Cc2nnc(N)s2)ccc1OC(=O)c1ccco1	14.0%
88	CCCCOc1cccc(C(=O)NC(=S)Nc2ccc([N+](=O)[O-])cc2Cl)c1	9.0%
89	CC(CN=CC1=C(O)CC(C)(C)CC1=O)c1ccccc1 (stereo not given)	0.0%
90	CCOC(=O)C1=C(C)N=c2s/c(=C\c3ccccc3Cl)c(=O)n2C1c1cccc(OC)c1OC (stereo not given)	5.0%
91	CCOc1ccccc1NC(=O)CSc1nnc(C)s1	4.0%
92	Cc1cc2ncn(C(=O)C(Cl)Cl)c2cc1C	10.0%
93	O=C(c1ccccc1F)N1CCN(c2ccc([N+](=O)[O-])c3cccnc23)CC1	18.0%
94	CC(C)(C)c1ccc(-c2ncccc2O)cc1	15.0%
95	O=[N+]([O-])c1cc(Cl)c(-c2ccco2)c(Cl)c1	57.0%*
96	Cc1ccc(/C(O)=C2\C(=O)C(=O)N(CC(=O)O)C2c2ccc([N+](=O)[O-])cc2)cc1 (stereo not given)	2.0%
97	O=[N+]([O-])c1cc(C(F)(F)F)cc([N+](=O)[O-])c1Nc1ccc(Cl)cc1	9.0%
98	O=[N+]([O-])c1ccccc1NN=C1CCCCC1	12.0%
99	COc1ccc(-c2nn(-c3ccccc3)cc2/C=C/C(=O)O)cc1	4.0%
100	CCN(CC)CCN1C(=O)C(O)=C(C(=O)/C=C/c2ccccc2)C1c1ccccc1 (stereo not given)	3.0%
101	COc1ccc(/C=C(/NC(=O)c2ccccc2)C(=O)N/N=C/c2ccc[nH]2)cc1OC	4.0%
102	O=C(Cc1ccc(Br)cc1)NC(c1ccccc1)c1ccccc1	8.0%
103	COc1cc(NC(=O)c2ccc(C(C)(C)C)cc2)c(Cl)cc1NC(=O)c1ccccc1	25.0%
104	COc1ccc(Cl)cc1C(=O)N1CCN(c2ccc([N+](=O)[O-])cc2)CC1	3.0%
105	COc1ccc(OCCOc2ccc(/C=C3\SC(=S)N(c4ccccc4)C3=O)cc2)cc1	31.0%
106	COc1ccc(/C=C2\C(=O)NC(=S)N(c3cccc(C)c3)C2=O)c(OC)c1OC	11.0%
107	O=C(N/C(=C/c1ccc([N+](=O)[O-])cc1)c1nc2ccccc2[nH]1)c1ccccc1	21.0%
108	CCOc1cc(C2C3=C(CC(C)(C)CC3=O)NC3=C2C(=O)CC(C)(C)C3)cc(Br)c1OC	0.0%
109	O=c1c2c(nc(SCc3ccccc3)n1CC1CCCC1)-c1ccccc1CC21CCCCC1	12.0%
110	Nc1nc(OCC(F)(F)C(F)F)cc(-c2ccccc2)n1	0.0%
111	O=C(N/N=C/c1ccc(Cl)cc1)/C(=C/C=C/c1ccccc1)NC(=O)c1ccccc1	35.0%
112	O=c1/c(=C/c2ccc(OS(=O)(=O)c3ccccc3)cc2)sc2nc3ccccc3n12	6.0%
113	COc1ccc(/C=N/NC(=O)C2CC(=O)N(c3ccc(Br)cc3)C2)cc1 (stereo not given)	2.0%
114	COc1ccc(N2C(=O)C(=O)/C(=C(\O)c3ccccc3)C2c2ccc([N+](=O)[O-])cc2)cc1 (stereo not given)	1.0%
115	CCC1CCc2c(sc(NC(=O)/C=C/c3ccc(OC)cc3)c2C(N)=O)C1 (stereo not given)	11.0%
116	N#CC1=C(N)Oc2c(c(=O)[nH]c3ccccc23)C1c1cc(Br)cs1 (stereo not given)	1.0%
117	CC1=C(C(=O)OCC2CCCO2)C(c2ccccc2Br)C2=C(CC(C)(C)CC2=O)N1 (stereo not given)	9.0%
118	CC1=[N+](CCO)c2ccccc2C1(C)C	1.0%
119	N#Cc1c(/N=C/N2CCCCC2)sc2c1CCCC2	23.0%
120	O=C(COc1ccc(F)cc1)NCc1ccco1	0.0%
121	COc1ccc(C(=O)CSc2nnc(-c3ccc(OC)c(OC)c3)n2-c2ccc(C)cc2)cc1	10.0%
122	Cc1sc(NC(=O)COc2ccc(Cl)cc2Cl)c(C(N)=O)c1C	9.0%
123	Cc1c(C(=O)Nc2ccc(O)cc2C(=O)O)cccc1[N+](=O)[O-]	17.0%
124	COC(=O)CN(c1cc(Cl)ccc1OC)S(=O)(=O)c1ccccc1	5.0%
125	O=C(COc1ccccc1)Nc1ccc(F)cc1	2.0%
126	CCOc1ccc(C(=O)/C=C/c2cccs2)cc1	1.0%
127	Cc1ccc(SCCc2ccncc2)cc1	17.0%
128	Cc1ccc(-n2nc3cc(C)c(NC(=O)c4ccc5c(c4)OCCO5)cc3n2)cc1	4.0%
129	Cc1ccc(S(=O)(=O)c2ccccc2)cc1S(=O)(=O)N1CCOCC1	2.0%
130	COc1ccc(/C=C2/SC(N)=NC2=O)c(OC)c1	5.0%

Assay outcomes: PubChem BioAssay, MTDP

An excerpt. The share of hits here may be higher or lower than overall.
